High-throughput results as filed in PubChem.
All columns: NCI-60 one-dose screen, growth in % after 48 h at 10 µM unless noted; 100 = growth as untreated, 0 = no growth, -100 = all killed.
HL-60(TB) – HL-60(TB) leukemia cells; AID 1794776; 78,000 tested, 9% active; active = growth percent below 10
Active calls of the source: *; & = joins results of further samples; [ ] = another dose, or the depositor's remark. The list is partial. The share of hits here may be higher or lower than overall.

cpd	molecule	HL-60(TB)
1	Cc1ccc(S(=O)(=O)n2[nH]c(=O)cc2N)cc1	102
2	O=C(O)CCCCNC(=O)c1nc(-c2ccccc2)n(-c2ccc(F)cc2)n1	110
3	O=c1[nH]nc(-c2cc(Br)ccc2Cl)c(=O)[nH]1	113
4	Cc1ccc2c(c1)C(=O)/C(=C\Nc1ccc(C(N)=O)cc1)C(O)O2 (stereo unspecified)	130
5	CC(C)CC(NC(=O)COc1ccc(Cl)cc1Cl)C(=O)O (stereo unspecified)	91
6	CC(=O)OC[C@@H]1O[C@H](n2cc(COc3ccc(C=O)cc3)nn2)[C@@H](OC(C)=O)[C@H](OC(C)=O)[C@H]1OC(C)=O	96
7	Nc1cc(N)n(C2=NCCN2)n1	107
8	COc1cc(CNC(=O)Cc2ccccc2)ccc1OCc1cn(-c2cccc(Cl)c2)nn1	108
9	CC(=O)/C(=N\Nc1ccccc1)C(c1ccccc1)c1ccccc1	102
10	O=C(NCCCN1CCCC1=O)c1ccc(-c2ncc3cnc(-c4ccccc4)cn23)cc1	98
11	COC(=O)C1(C)CCC[C@]2(C)[C@H]3C[C@H]4C(C(C)C)=C[C@]3(CC[C@@H]12)[C@H]1[C@@H]4[C@@H](OC(=O)c2ccco2)CC[C@@H]1O (stereo partly specified)	101
12	C[N+](C)(C)CCNC(=O)c1ccccc1OCc1ccccc1	86
13	CC(C)SCC(=O)SC(=O)Nc1cccc(Cl)c1	100
14	COc1ccc(C2Cc3cnccc3-c3[nH]c4ccncc4c32)c(OC)c1OC (stereo unspecified)	50
15	O=C(c1cc2ccccc2o1)c1nn(-c2ccccc2)cc1C(=O)c1cc2c(ccc3ccccc32)oc1=O	94
16	CCOc1ccc(NC(=O)Nc2cc(C(C)C)ccc2C)cc1	95
17	COC(=O)[C@]1(C)CCC[C@]2(C)[C@H]3C[C@H]4C(C(C)C)=C[C@]3(CC[C@H]21)[C@@H]1C(=O)/C(=C/c2ccco2)C[C@H](O)[C@@H]14	99
18	CN(C)CCCC1(c2ccc(F)cc2)OCc2cc(-c3ccc(C(F)(F)F)nc3)ccc21 (stereo unspecified)	43
19	COc1ccc(-c2cc(-c3ccc(Cl)cc3)nc3nc(NC(C)=O)nn23)cc1	97
20	CC1(C)C[C@@H]2C[C@@](C)(CN2S(=O)(=O)c2ccc(C(=O)Nc3ccc(Cl)c(S(=O)(=O)N4CCOCC4)c3)cc2)C1	68
21	OCCCCCCCCCCCO	102
22	COC(=O)CNC(=O)c1cccc2c(=O)c3ccccc3n(CCCCCCBr)c12	100
23	C/C(=C/C1CC(=O)OC1=O)CC(C)(C)C (stereo unspecified)	104
24	Cc1cc(C#Cc2ccc(C(C)(C)C)cc2)ccc1-n1c(/C=C/c2cccc(Cl)c2)nc2ccccc2c1=O	113
25	Nc1nc(=O)[nH]c2ccc(C(=O)c3ccccc3)cc12	104

The final 4 compounds of the section before lead into the next:
cpd	molecule	HL-60(TB)
22	COC(=O)CNC(=O)c1cccc2c(=O)c3ccccc3n(CCCCCCBr)c12	100
23	C/C(=C/C1CC(=O)OC1=O)CC(C)(C)C (stereo unspecified)	104
24	Cc1cc(C#Cc2ccc(C(C)(C)C)cc2)ccc1-n1c(/C=C/c2cccc(Cl)c2)nc2ccccc2c1=O	113
25	Nc1nc(=O)[nH]c2ccc(C(=O)c3ccccc3)cc12	104
26	Cn1cc(-c2nnc(N)nc2-c2c[nH]c3ccccc23)c2cccnc21	14
27	COc1ccc(Nc2ncnc3ccc(-c4cncc(NS(C)(=O)=O)c4)cc23)cc1Cl	3.0*
28	Cc1ccc(-c2nc3cnccn3c2NC2CCCCC2)o1	99
29	Clc1ccc(/C=C/c2ccccn2)cc1	99
30	COc1cc([C@H]2[C@]3(C#N)C(N)=NC(=C(C#N)C#N)[C@]23C#N)cc(OC)c1OC	100
31	COC(=O)c1cc2n(n1)-c1ncc(Br)cc1Oc1ccccc1-2	97
32	O=C(c1ccccc1)[C@@]12COc3ccccc3[C@@H]1ON=C2c1ccccc1	98
33	Cn1ccnc1C(=O)/C=C/c1ccc(NC(=O)Nc2ccc(Cl)cc2)cc1	44
34	O=[N+]([O-])c1ccc2cccnc2c1	119
35	CCCCC[n+]1ccc(SCC(=O)N(C)c2cccc(Br)c2)c2ccccc21	114
36	O=C(NCCCNc1nccc(-c2c(-c3cccc(F)c3)nc3sccn23)n1)c1ccc(Cl)cc1	128
37	Cc1ccc(S(=O)(=O)OCC2OC(n3cnc4c(NC=O)ncnc43)C(OC=O)C2OC=O)cc1 (stereo unspecified)	72
38	NC(=O)CC1CCCCC1	100
39	COC(=O)c1ccc2nc(C)c(C(=O)Nc3ccccc3)nc2c1	93
40	CCOC(=O)c1[nH]cc(-c2ccccc2)c1-c1ccc(OC)cc1OC	74
41	CC1OC(CC(=O)O)Cc2c1c(O)c1c(O)cc(-c3cc(=O)c4c(=O)c5c(c(=O)c=4c3=O)CC(CC(=O)O)OC5C)c(O)c1c2O (stereo unspecified)	65
42	CCCCN(CCCC)CC1CC(C(C)(C)C)CCC1O (stereo unspecified)	88
43	COc1ccc2[nH]c(=O)c(COC(=O)CC(=O)O)cc2c1	96
44	COc1cccc(C(=O)NC(c2ccc(C)cc2)c2cc(Cl)c3cccnc3c2O)c1 (stereo unspecified)	4.1*
45	CC(=O)Nc1ccc(C)c(C)c1	101
46	S=C(SSC(=S)N1CCOCC1)N1CCOCC1	98
47	CCCCOC(=O)c1ccc(O)c(OC)c1	158
48	CNC(=O)Oc1ccccc1C1CCCCC1	96
49	C#CCN1C(=O)c2cccc3c(C#CCN4C(=O)c5cccc6cccc(c56)C4=O)ccc(c23)C1=O	100
50	CN(C)c1ccc(/C=C2\S/C(=N/c3nnc(-c4ccc(O)cc4)s3)NC2=O)cc1	79
51	C(=N\N1CCCCCC1)/c1ccc(/C=N/N2CCCCCC2)cc1	96
52	CCCCCCCCCCCCCCCCNC(=S)N/N=C/c1cccc2ccccc12	83
53	Cc1ccc(NCn2nc(-c3cnccn3)oc2=S)cc1	69
54	CCn1cc(C(=O)N/N=C/c2cccnc2)c(=O)c2cc(F)c(N3CCNC(C)C3)c(F)c21 (stereo unspecified)	70
55	C=CC(=O)Nc1cccc(Nc2nc(SC)nc(-c3cccc([N+](=O)[O-])c3)c2C#N)c1	63
56	COC1=CC(=O)OC(c2ccco2)C1 (stereo unspecified)	124
57	CCN(CC)Cc1cc(/C=C2\CC/C(=C\c3cc(CN(CC)CC)c(O)c(OC)c3)C2=O)cc(OC)c1O	102
58	C=C(C)c1nc(C#N)c(NCc2ccncc2)o1	97
59	COc1ccc(C(=O)Oc2c(Cl)cc(Cl)cc2Cl)cc1	97
60	CC(CC(C)(C)C)C(=O)NC(N)=O (stereo unspecified)	114
61	C=C(C)[C@@H]1CC[C@]2(C(=O)NCCCNCCCCN)CC[C@]3(C)[C@H](CC[C@@H]4[C@@]5(C)CCC(=O)C(C)(C)[C@@H]5CC[C@]43C)[C@@H]12	106
62	CN(C)CCCNS(=O)(=O)c1ccc(Cl)c([N+](=O)[O-])c1	115
63	COc1ccc(-c2nc(N/N=C/c3c[nH]c4ccccc34)nc(N3CCOCC3)c2C#N)cc1	48
64	OCC(O)C(O)C(O)C(O)c1nc2ccccc2[nH]1 (stereo unspecified)	96&102
65	CCCCCCCCCCCCCCCCCCCC(=O)NCCc1c[nH]c2ccc(O)cc12	53
66	CCCCCc1c(C)[nH]c(/C=C2\N=C(c3ccc[nH]3)C=C2Oc2ccc(OC)cc2)c1C	-39*[100 µM]
67	OC1C=CC2C3C=CC(C3)C12 (stereo unspecified)	102
68	O=C(Nc1ccccc1)C1=CNCCS1	77
69	O=C1CC[C@H](c2ccc(O)c3c2C(=O)[C@@H]2O[C@@H]2C3=O)c2cccc(O)c21	-21*
70	CCN(CC)c1nc(/C=C\c2ccc(N(C)C)cc2)c2nccnc2n1	38
71	Clc1cccc(N/N=C/c2c[nH]c3ccccc23)n1	14
72	CC(=O)N1N=C(c2ccc(C)cc2)CC1c1ccc(Oc2ccc(Br)cc2)cc1 (stereo unspecified)	94
73	COc1cc([N+](=O)[O-])ccc1N=Cc1ccc(C=Nc2ccc([N+](=O)[O-])cc2OC)cc1	99
74	NC(=O)C1CCCN1C(=O)C(Cc1cnc[nH]1)NC(=O)C1CCC(=O)N1 (stereo unspecified)	97
75	Nc1nc2c(C(=O)N3CCCC3)nnn2c2cccc(Cl)c12	99

Reprinted from the part before: 2 entries, followed by the next part.
cpd	molecule	HL-60(TB)
74	NC(=O)C1CCCN1C(=O)C(Cc1cnc[nH]1)NC(=O)C1CCC(=O)N1 (stereo unspecified)	97
75	Nc1nc2c(C(=O)N3CCCC3)nnn2c2cccc(Cl)c12	99
76	N#Cc1c(-c2ccccc2Br)cc(-c2ccncc2)[nH]c1=O	99
77	CSc1nc(NCC(C)C)c(C#N)c(-c2cccc(N)c2)n1	105
78	CCOC(=O)C1=C(C)NC(=O)NC1c1c(Cl)n(C(C)=O)c2ccccc12 (stereo unspecified)	23
79	Cc1cc(O)ccc1[N+](=O)[O-]	84
80	O=C1C(Cl)=C(NCCN2CCOCC2)C(=O)c2ncccc21	-45*
81	S=C(/N=C1\NN=C(c2ccc(Cl)cc2)CS1)Nc1ccccc1	101
82	COc1ccc(-c2nc3ccc(-c4nnc(SCC(=O)Nc5ccc(C(=O)/C=C/c6ccccc6)cc5)o4)cc3[nH]2)cc1OC	100
83	CC(=O)Oc1ccccc1C(=O)Nc1ccc(C(=O)/C=C/c2ccncc2)cc1	7.3*
84	O=c1[nH]n(C(=S)N/N=C/c2ccc(F)cc2)c(=O)c2ccccc12	45
85	O[C@H]1CO[C@H]2[C@@H]1OC[C@@H]2Oc1ccc(Nc2ccnc(Nc3ccc(O[C@H]4CO[C@H]5[C@@H]4OC[C@@H]5O)c(Cl)c3)n2)cc1Cl	-7.8*
86	CCOC(=O)O[C@]1(C(=O)COC(=O)CC)CCC2C3CCC4=CC(=O)C=C[C@]4(C)C3[C@@H](O)C[C@@]21C (stereo partly specified)	92
87	CCCS(=O)(=O)Oc1ccc2c3c(c(=O)oc2c1)CCCCCC3	26
88	O=C1c2ccccc2C(=O)N1/N=C/c1ccc(Cl)c(Cl)c1	109
89	COc1ccccc1Cn1cc2c(c1-c1ccccc1)CCc1cnoc1-2	19
90	N#CC1=C(N)OC(c2ccc([N+](=O)[O-])cc2)C1(C#N)C#N (stereo unspecified)	78
91	COc1ccc(OC)c(Nc2nnc(-c3cc(OC)c(OC)c(OC)c3)o2)c1	96
92	O=C(Nc1cccc(C2=NCCN2)c1)Nc1cccc(C2=NCCN2)c1	126&99
93	CC(C)(O)C#CC#CC(C)(C)O	104
94	CCOC(=O)c1[nH]c2c(c1C)-c1[nH]c(=O)c(S(=O)(=O)c3ccccc3)cc1SC2	55[100 µM]
95	O=C(/C=C/c1ccco1)c1ccc2ccccc2c1	83&72
96	Cc1ccc(N=CNN=C(N)N)cc1	88
97	NC1=NN=C(c2ccccc2)C(c2ccccc2)S1 (stereo unspecified)	97
98	Cn1c(O)c(C(=NCCN)c2ccccc2)c(=O)n(C)c1=O	120
99	CC1CCCCC1(O)Cc1ccccc1 (stereo unspecified)	110
100	CN1CCN(C(=O)COc2ccc(/C=C3\CC4C5CC=C6CC(Cl)CCC6(C)C5CCC4(C)C3=O)cc2)CC1 (stereo unspecified)	38
101	Nc1ccc(C(=O)Nc2ccc3cc(S(=O)(=O)O)cc(S(=O)(=O)O)c3c2)cc1	66
102	CS/C(C#N)=C(\C#N)SC	105
103	CC1(CCCc2ccc(N(CCCl)CCCl)cc2)NC(=O)NC1=O (stereo unspecified)	17
104	C/C(=N\NC(=O)CSc1nc2ccccc2c(=O)n1CCc1ccc(S(N)(=O)=O)cc1)c1ccccc1	64
105	Cc1cnc(SCc2ccccc2Cl)[nH]c1=O	102
106	CCCC1CCCCN1CSCC (stereo unspecified)	68
107	COC(=O)[C@@H](CCCCNC(=O)[C@]12CCC(C)(C)C[C@@H]1C1=CC[C@@H]3[C@@]4(C)C/C(=C/c5ccco5)C(=O)C(C)(C)[C@@H]4CC[C@@]3(C)[C@]1(C)CC2)NC(=O)[C@]12CCC(C)(C)C[C@@H]1C1=CC[C@@H]3[C@@]4(C)C/C(=C/c5ccco5)C(=O)C(C)(C)[C@@H]4CC[C@@]3(C)[C@]1(C)CC2	114
108	CCCCCCCCCCCCOc1ccc(/C(=N\N=C(N)N)c2ccccc2)c(O)c1	96
109	C=C(CC[C@@H](C)[C@H]1CC[C@@]2(C)C3=C(C[C@H](O)[C@]12C)[C@@]1(C)CC[C@@H](OC(=O)C[C@@](C)(O)CC(=O)OC)C(C)(C)[C@@H]1CC3)[C@H](C)C(=O)O	110
110	COCC1OC2OC3C(COC)OC(OC4C(COC)OC(OC5C(COC)OC(OC6C(COC)OC(OC7C(COC)OC(OC8C(COC)OC(OC1C(O)C2O)C(O)C8O)C(O)C7O)C(O)C6O)C(O)C5O)C(O)C4O)C(O)C3O (stereo unspecified) (tested in a mixture with another compound)	132
111	Cc1cc2c(O)c(-c3ccc(C(C)C)cc3)c3sc(=O)oc3c2cc1C	98

Another view of part of the listing above:
104) C/C(=N\NC(=O)CSc1nc2ccccc2c(=O)n1CCc1ccc(S(N)(=O)=O)cc1)c1ccccc1
  HL-60(TB): 64
108) CCCCCCCCCCCCOc1ccc(/C(=N\N=C(N)N)c2ccccc2)c(O)c1
  HL-60(TB): 96
109) C=C(CC[C@@H](C)[C@H]1CC[C@@]2(C)C3=C(C[C@H](O)[C@]12C)[C@@]1(C)CC[C@@H](OC(=O)C[C@@](C)(O)CC(=O)OC)C(C)(C)[C@@H]1CC3)[C@H](C)C(=O)O
  HL-60(TB): 110

Molecules shown so far containing a tert-butyl group:
cpd	molecule	HL-60(TB)
23	C/C(=C/C1CC(=O)OC1=O)CC(C)(C)C (stereo unspecified)	104
24	Cc1cc(C#Cc2ccc(C(C)(C)C)cc2)ccc1-n1c(/C=C/c2cccc(Cl)c2)nc2ccccc2c1=O	113
42	CCCCN(CCCC)CC1CC(C(C)(C)C)CCC1O (stereo unspecified)	88
60	CC(CC(C)(C)C)C(=O)NC(N)=O (stereo unspecified)	114
